# HSF1 inh = HSF1 inhibitors in luciferase reporter cells, primary screen, cell-based, NIH3T3, luminescence; NIH3T3-HGL HSE-luciferase, MG132-induced, luminescence 8 h; hits give low values; activity change, negative = inhibition, % at 7.5 µM (by protocol); 0.77% of 300,000 active; AID 2098, 2009;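 active = more than half of replicate wells show activity change below -50%, luminescence cut by over half; inconclusive = some wells, but at most half, below -50%; inactive = no replicate well below -50%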;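 also: luciferase reports HSF-1 transcriptional activity via heat shock element; 0% = median of DMSO wells and -100% = zero luminescence signal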
# HDAC3 inhib = HDAC3 deacetylase inhibitors, primary screen, biochemical, fluorescence, cell-free homogeneous; AID 2718, 2010; recombinant HDAC3, fluorogenic peptide/trypsin coupled; Histone deacetylase 3 (Homo sapiens), O15379; inhibition, % at 8.3 µM; 0.15% of 320,000 active; in the data active = inhibition above about 26%, passing the limit was not always enough; inconclusive = no clear call, values can overlap the other calls
# Target sequence (O15379 whole entry, looked up): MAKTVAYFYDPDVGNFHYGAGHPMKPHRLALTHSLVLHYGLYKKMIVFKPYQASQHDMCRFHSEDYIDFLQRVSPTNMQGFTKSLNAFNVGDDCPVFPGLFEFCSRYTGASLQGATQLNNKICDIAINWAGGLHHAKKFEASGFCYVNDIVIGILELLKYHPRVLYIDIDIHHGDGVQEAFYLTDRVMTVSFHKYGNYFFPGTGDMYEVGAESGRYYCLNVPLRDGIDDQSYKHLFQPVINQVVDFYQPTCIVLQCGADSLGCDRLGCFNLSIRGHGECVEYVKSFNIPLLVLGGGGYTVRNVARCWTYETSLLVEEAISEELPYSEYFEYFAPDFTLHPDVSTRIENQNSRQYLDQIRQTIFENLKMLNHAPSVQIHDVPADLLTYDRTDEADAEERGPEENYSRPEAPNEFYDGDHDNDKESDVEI
# GSK3B inh = human GSK3beta kinase inhibitors, primary screen, biochemical, cell-free homogeneous, HTS; GST-GSK3beta kinase, ADP-Glo luminescence, 60 min; hits give low values; 0.038% of 300,000 active; activity score (negative = inhibition), % at 10 µM; AID 2097, 2009;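 active = more than half of replicate wells score below -50%, meaning over 50% inhibition versus plate controls; inconclusive = some replicates but at most half score below -50%; inactive = no replicate scores below -50%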;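 also: 0% = median DMSO wells and -100% = median GW8510 positive control wells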
# Target sequence (P49841 whole entry, looked up): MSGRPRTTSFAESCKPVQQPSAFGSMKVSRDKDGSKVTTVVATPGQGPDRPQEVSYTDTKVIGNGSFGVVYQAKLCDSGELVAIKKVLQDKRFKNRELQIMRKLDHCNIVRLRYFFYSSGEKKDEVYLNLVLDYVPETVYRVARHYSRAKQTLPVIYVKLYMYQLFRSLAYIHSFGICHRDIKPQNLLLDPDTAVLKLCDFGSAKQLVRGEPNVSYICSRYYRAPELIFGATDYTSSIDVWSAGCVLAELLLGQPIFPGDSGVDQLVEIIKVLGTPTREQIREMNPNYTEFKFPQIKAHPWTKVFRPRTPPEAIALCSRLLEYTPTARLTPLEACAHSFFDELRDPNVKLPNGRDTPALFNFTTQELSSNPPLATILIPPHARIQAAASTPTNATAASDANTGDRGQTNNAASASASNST
#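 Test system: GST-fused GSK3beta enzyme, cell-free | Quantity: 1.6 ng GST-GSK3beta enzyme per well | Reagent: 25 µM ATP with peptide substrate | Schedule: 60 min enzyme reaction, room temperature | Signal: Luminescent ADP-Glo measurement of ADP formed | Read-out basis: Score relative to plate controls | Control set: DMSO and 20 µM GW8510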
# Platelet DG rel = inhibitors of platelet dense granule secretion, primary screen, cell-based, MLPCN, human platelets; inhibition, %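 (compounds screened at 7.5 µM in platelet-rich plasma)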; 0.22% of 300,000 active; AID 1663, 2009; human platelet-rich plasma, SFLLRN dense granule ATP release, luminescence;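 active = mean replicate score, as percent of positive control, at or above 50; inconclusive = mean below 50 but at least one replicate at or above 50; inactive = mean and every replicate below 50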
# PolyA inhibitor = polyadenylation inhibitors in yeast reporter cells, primary screen, luminescence, S. cerevisiae; S. cerevisiae SKY197-pL101 polyadenylation reporter, beta-gal luminescence; efflux-impaired pdr1/pdr3 knockout yeast; score 100 = 6 SD above DMSO; calls only at 12 µM; 0.02% of 300,000 active;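 active = lowest replicate activity score at least 50, where 100 means six control SD above control mean; inconclusive = lowest score under 50 but half or more replicates reach 50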;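 also: yeast exposed to compound for 9 h at 30 °C; higher score means more reporter readthrough which indicates perturbed polyadenylation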
# HSP90 inh = HSP90 inhibitors, primary screen, cell lysate, luminescence; Rabbit reticulocyte lysate, luciferase refolding luminescence, 3 h; inhibition, % at 5.6 µM; 0.91% of 290,000 active;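 active = inhibition above the screen-wide mean plus 3 SD, computed separately per campaign, cut at about 16% in these data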;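 also: 0% = DMSO wells and 100% = 60 µM geldanamycin wells; inhibitors lower the luminescence because luciferase stays unfolded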
# GSK3 alpha inh = blockers of GSK3A enzyme activity – biochemical, luminescence, cell-free homogeneous, HTS, primary screen; GSK-3 alpha kinase, ADP-Glo luminescence, 60 min; inhibition, % at 10 µM; 0.1% of 320,000 active; AID 2650, 2010;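 in the data active = inhibition above about 50%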;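 also: GST-tagged GSK-3 alpha with peptide substrate and 25 µM ATP; 0% = DMSO neutral wells and 100% = GW8510 positive control wells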
# HSF-1 act = HSF-1 activators, primary screen, NIH3T3-HGL cells, MG132 stress, luminescence, single point. NIH3T3-HGL HSF-1 luciferase reporter, 8 h; 100% = twice DMSO control signal. AID 504408, 2011. activation, % at 9 µM. 1.7% of 300,000 active;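 active = mean replicate activation of at least 50% with a set share of replicates each reaching 50%; inconclusive = only one of those two conditions met; inactive = mean below 50% and too few replicates reaching it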;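 also: 0% = median of the neutral control wells and 100% = twice that signal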
# AI-2 QS mod = Vibrio harveyi AI-2 quorum sensing modulators, primary screen, JMH597 strain, luminescence/OD600 ratio; Vibrio harveyi JMH597 AI-2 luminescence/OD600 ratio, 9 h; hits give low values; strain lacks LuxN and CqsS sensors; 0 = neutral-control median; activity change, % at 7.5 µM; 0.4% of 300,000 active; AID 2094, 2009; in the data active = activity change below about -75%, passing the limit was not always enough; inconclusive = no clear call, values can overlap the other calls;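 also: luminescence divided by OD600 gain over 9 h not by final OD600 alone; inactives centre near 13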
# DYRK1A inh = rat Dyrk1A kinase inhibitors, primary screen, biochemical, single point, plate reader; Dual specificity tyrosine-phosphorylation-regulated kinase 1A (Rattus norvegicus), Q63470; ADP-Glo luminescence, NFATc1 peptide; inhibition, % at 12.5 µM; 0.43% of 310,000 active; in the data active = inhibition above about 50%;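 also: plate controls were vehicle with enzyme for no effect and no enzyme for full effect; many of its hits are not listed in these tables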
# * hit, by the source's call; i = inactive; ? = inconclusive; nt = no result given. A portion of the library (hit frequency here may not be typical).
1. CN(C)S(=O)(=O)c1cccc2c1C(=O)c1ccccc1C2=O
2. CCCN1CCN(C(=O)C(C)n2nc(C)c3sc4ccccc4c3c2=O)CC1 (centres undefined)
3. Cc1ccc(NC(=O)Cc2c(Cl)cccc2Cl)cc1S(=O)(=O)N(C)C
4. Cc1ccc2cc(C#N)c(N3CCCN(C(=O)C4CCCO4)CC3)nc2c1C (centres undefined)
5. C[N+](C)(C)CCN(Cc1ccc(Cl)cc1)c1ccccn1

screen / no.	1	2	3	4	5
HSF1 inh	5	0	-8	15	12
HDAC3 inhib	-3	-15	3	-13	?
GSK3B inh	2	1	1	3	2
Platelet DG rel	37	-15	4	3	-6
PolyA inhibitor	i	i	i	i	i
HSP90 inh	-1	-8	2	5	0
GSK3 alpha inh	1	-1	5	-1	2
HSF-1 act	7	-4	2	19	14
AI-2 QS mod	30	6	34	4	1
DYRK1A inh	3	0	0	nt	-5

6. Cc1ccc(Nc2nc(N)nc(CN3CCN(Cc4ccccc4)CC3)n2)cc1Cl
7. COc1cccc(NC(=O)CCNS(=O)(=O)c2ccc(Br)s2)c1
8. COc1ccccc1CNC(=O)COc1cc2c(c3oc(=O)cc(C)c13)CCC(C)(C)O2
9. C/C(=N\N=C(N)N)c1cccc([N+](=O)[O-])c1
10. Cc1cccc(Oc2ncc(-c3ccc(Cl)cc3)cn2)c1C

screen / no.	6	7	8	9	10
HSF1 inh	4	3	-2	-3	1
HDAC3 inhib	3	2	-88	-4	-6
GSK3B inh	-1	1	1	0	-1
Platelet DG rel	-5	-2	1	23	5
PolyA inhibitor	i	i	i	i	i
HSP90 inh	9	5	4	-1	-6
GSK3 alpha inh	-4	5	0	2	-1
HSF-1 act	7	28	-10	-12	-9
AI-2 QS mod	16	60	18	19	18
DYRK1A inh	6	16	0	-4	4

11. Cc1ccc(S(=O)(=O)NCc2c(-c3ccccc3)c3cc(Cl)ccc3[nH]c2=O)cc1
12. COCOc1ccc(-c2cc(=O)c3c(O)cc(OCOC)cc3o2)cc1
13. Cc1ccc(NC(=O)CN2C(=O)S/C(=C\c3ccccn3)C2=O)cc1C
14. CC(C)(C)[C@H]1C=C(C(N)=O)O[C@@H](OCCCCO)C1
15. NC(=S)N/N=C/c1ccc(C(F)(F)F)cc1

screen / no.	11	12	13	14	15
HSF1 inh	0	3	nt	-6	2
HDAC3 inhib	2	-1	6	-5	4
GSK3B inh	-12	-4	1	-3	-2
Platelet DG rel	-32	-4	nt	-4	7
PolyA inhibitor	i	i	nt	i	i
HSP90 inh	-6	nt	0	nt	3
GSK3 alpha inh	-1	0	nt	0	-3
HSF-1 act	-4	3	nt	-23	9
AI-2 QS mod	1	-1	1	18	0
DYRK1A inh	-2	-12	0	-4	3

# Ordered by molecular weight (rising): part of the list above
9. C/C(=N\N=C(N)N)c1cccc([N+](=O)[O-])c1
15. NC(=S)N/N=C/c1ccc(C(F)(F)F)cc1
14. CC(C)(C)[C@H]1C=C(C(N)=O)O[C@@H](OCCCCO)C1
5. C[N+](C)(C)CCN(Cc1ccc(Cl)cc1)c1ccccn1
10. Cc1cccc(Oc2ncc(-c3ccc(Cl)cc3)cn2)c1C
1. CN(C)S(=O)(=O)c1cccc2c1C(=O)c1ccccc1C2=O
12. COCOc1ccc(-c2cc(=O)c3c(O)cc(OCOC)cc3o2)cc1

screen / no.	9	15	14	5	10	1	12
HSF1 inh	-3	2	-6	12	1	5	3
HDAC3 inhib	-4	4	-5	?	-6	-3	-1
GSK3B inh	0	-2	-3	2	-1	2	-4
Platelet DG rel	23	7	-4	-6	5	37	-4
PolyA inhibitor	i	i	i	i	i	i	i
HSP90 inh	-1	3	nt	0	-6	-1	nt
GSK3 alpha inh	2	-3	0	2	-1	1	0
HSF-1 act	-12	9	-23	14	-9	7	3
AI-2 QS mod	19	0	18	1	18	30	-1
DYRK1A inh	-4	3	-4	-5	4	3	-12

13. Cc1ccc(NC(=O)CN2C(=O)S/C(=C\c3ccccn3)C2=O)cc1C
4. Cc1ccc2cc(C#N)c(N3CCCN(C(=O)C4CCCO4)CC3)nc2c1C (centres undefined)
2. CCCN1CCN(C(=O)C(C)n2nc(C)c3sc4ccccc4c3c2=O)CC1 (centres undefined)
3. Cc1ccc(NC(=O)Cc2c(Cl)cccc2Cl)cc1S(=O)(=O)N(C)C
7. COc1cccc(NC(=O)CCNS(=O)(=O)c2ccc(Br)s2)c1
11. Cc1ccc(S(=O)(=O)NCc2c(-c3ccccc3)c3cc(Cl)ccc3[nH]c2=O)cc1

screen / no.	13	4	2	3	7	11
HSF1 inh	nt	15	0	-8	3	0
HDAC3 inhib	6	-13	-15	3	2	2
GSK3B inh	1	3	1	1	1	-12
Platelet DG rel	nt	3	-15	4	-2	-32
PolyA inhibitor	nt	i	i	i	i	i
HSP90 inh	0	5	-8	2	5	-6
GSK3 alpha inh	nt	-1	-1	5	5	-1
HSF-1 act	nt	19	-4	2	28	-4
AI-2 QS mod	1	4	6	34	60	1
DYRK1A inh	0	nt	0	0	16	-2

# Full records as entered above. Order of screens: HSF1 inh | HDAC3 inhib | GSK3B inh | Platelet DG rel | PolyA inhibitor | HSP90 inh | GSK3 alpha inh | HSF-1 act | AI-2 QS mod | DYRK1A inh
# CC(C)(C)[C@H]1C=C(C(N)=O)O[C@@H](OCCCCO)C1 in the list: -6 | -5 | -3 | -4 | i | nt | 0 | -23 | 18 | -4
# NC(=S)N/N=C/c1ccc(C(F)(F)F)cc1 in the list: 2 | 4 | -2 | 7 | i | 3 | -3 | 9 | 0 | 3

# More records.
16. CCOC(=O)CN1C(=O)N[C@@H](c2ccccc2)C(C(C)=O)=C1C
17. C/C(=N\NC(=O)c1ccc(CN2CCOCC2)cc1)c1cccc([N+](=O)[O-])c1
18. O=C(Nc1ccccc1)Nc1nc2ccccc2s1
19. CC(CCc1ccccc1)NC(=O)COC(=O)c1ccccc1O (centres undefined)
20. N#CCc1nc(-c2cc3ccccc3oc2=O)cs1
21. Cc1ccc(S(=O)(=O)N2CCN(c3nc(C(C)C)c4c(c3C#N)CC(C)(C)OC4)CC2)cc1
22. COc1ccc(OCC(=O)NCCCCCCNC(=O)COc2ccc(OC)cc2)cc1

screen / no.	16	17	18	19	20	21	22
HSF1 inh	nt	-13	43	-2	41	-2	-6
HDAC3 inhib	1	14	5	5	-8	-4	2
GSK3B inh	nt	3	-1	0	2	5	-1
Platelet DG rel	nt	-3	-1	-8	2	-6	17
PolyA inhibitor	nt	i	i	i	i	i	i
HSP90 inh	0	-2	3	-1	-2	1	1
GSK3 alpha inh	1	-2	-4	0	-3	-3	-1
HSF-1 act	nt	-25	61*	-7	39	7	4
AI-2 QS mod	nt	6	4	22	14	12	17
DYRK1A inh	-2	-73	nt	-4	-1	-7	4

# Compound activity deposited in PubChem BioAssay by several laboratories.
